CSN deneddyl inh: blocks human CSN-mediated cullin deneddylation | Purified CSN, SCF-Nedd8-OG deneddylation, fluorescence polarization | inhibition, % at 12.5 µM | AID 651999 | 0.38% of 360,000 active | Q92905;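 active = pattern-corrected inhibition above about 35%, with an unprinted fluorescence ratio check between 0.5 and 1.5, limit read from the data, passing the limit was not always enough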;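 also: 0% = enzyme with substrate and 100% = substrate without enzyme; some results filed as inactive read as strong as hits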
Target sequence (Q92905 whole entry, looked up, one chain of several): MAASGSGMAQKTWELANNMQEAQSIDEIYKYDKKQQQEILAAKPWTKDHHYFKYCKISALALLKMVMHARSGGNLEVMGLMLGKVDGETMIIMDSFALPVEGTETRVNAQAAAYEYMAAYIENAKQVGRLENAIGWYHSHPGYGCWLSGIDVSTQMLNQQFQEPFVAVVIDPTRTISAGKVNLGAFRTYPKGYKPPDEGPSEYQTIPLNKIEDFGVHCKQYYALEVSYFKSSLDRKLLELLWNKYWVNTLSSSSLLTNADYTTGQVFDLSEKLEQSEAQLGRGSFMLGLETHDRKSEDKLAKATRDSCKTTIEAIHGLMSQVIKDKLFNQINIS
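Test system: purified human Csn5 enzyme expressed in HEK293T cells. Amount: 0.24 nM enzyme. Reagent: SCFSkp2-Nedd8OG substrate at 10 nM final. Schedule: 90 min incubation of compound, enzyme and substrate at room temperature. Detection: fluorescence polarization. Read-out: % inhibition of substrate cleavage by Csn5.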
Neddylation inh: blocks human cullin neddylation; TR-FRET cullin neddylation, biochemical; calls only at 25 µM; 0.58% of 360,000 active; AID 651699; in the data active = inhibition above about 36%
NadD inh: NadD (S. aureus) enzyme inhibition; AID 602399; 0.78% of 360,000 active; inhibition, % at 20 µM; purified NadD enzyme, colorimetric absorbance read-out; in the data active = inhibition above about 26%; also: some compounds past the cut are filed as inactive
Scp-1 inhibitor: blocks human Scp-1 phosphatase activity. Q9GZU7. Recombinant Scp1, phosphopeptide, malachite green phosphate absorbance. inhibition, % at 20 µM. 0.88% of 340,000 active. AID 493091;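 active = inhibition above about 50% at 20 µM, limit read from the data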;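 also: plate controls were DMSO wells with enzyme for no effect and wells lacking enzyme for full effect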
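Test system – truncated SCP-1 phosphatase (76-261aa) · Reagent – Phosphorylated 17-residue peptide substrate · Incubation – 45 min room-temperature reaction, 5 min colour, 30 min stabiliser · Detection – colorimetric phosphate reagent with accelerator and stabiliser, absorbance at 630 nm · Measure – % inhibition at 20 µM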
LMPTP inh: blocks human LMPTP phosphatase | P24666 | recombinant LMPTP-A, OMFP fluorogenic substrate, fluorescence intensity | inhibition, % at 20 µM | 0.22% of 360,000 active | AID 651560;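 active = compounds that cut the enzyme signal by at least half of the control window in the single-dose screen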;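 also: plate controls were DMSO wells with enzyme plus substrate for no effect and substrate without enzyme for full effect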
Target sequence (P24666 whole entry, looked up): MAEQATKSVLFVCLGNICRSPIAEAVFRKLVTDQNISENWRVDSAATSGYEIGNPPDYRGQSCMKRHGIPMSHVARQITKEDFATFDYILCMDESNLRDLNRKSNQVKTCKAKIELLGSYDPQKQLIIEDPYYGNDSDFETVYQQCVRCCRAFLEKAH
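Test system – LMPTP-A phosphatase enzyme · Quantity – 0.625 nM LMPTP-A final · Reagent – OMFP substrate, 400 µM final · Dosing – one test concentration per compound, 20 µM, with 3% DMSO overall · Timing – 50 min enzyme reaction at room temperature, protected from light · Detection – fluorescence intensity · Controls – substrate-only low control, DMSO enzyme-plus-substrate high control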
Rin1 Abl inh: human Rin1-Abl interaction inhibition; TR-FRET Rin1/Abl binding, biochemical; 0.4% of 360,000 active; inhibition, % at 7.35 µM; P00519+Q13671; in the data active = inhibition above about 5%, passing the limit was not always enough
Rpn11 inh: blocks the human proteasome subunit Rpn11. human 26S proteasome, Ub4-pepOG fluorescence polarization; 20S core pre-blocked with epoxomicin. calls only at 20 µM. 0.59% of 360,000 active;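 active = inhibition at 20 µM, scaled to each plate's controls, above about 33%, limit read from the data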
Target sequence (O00487 whole entry, looked up): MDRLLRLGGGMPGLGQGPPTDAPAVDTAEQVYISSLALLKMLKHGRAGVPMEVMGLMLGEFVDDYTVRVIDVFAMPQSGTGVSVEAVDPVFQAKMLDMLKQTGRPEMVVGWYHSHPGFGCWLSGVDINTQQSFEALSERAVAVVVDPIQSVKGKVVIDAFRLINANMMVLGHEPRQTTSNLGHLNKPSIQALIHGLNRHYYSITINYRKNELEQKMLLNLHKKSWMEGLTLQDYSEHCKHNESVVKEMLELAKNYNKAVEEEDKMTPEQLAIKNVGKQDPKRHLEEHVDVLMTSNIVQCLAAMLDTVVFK
DNMT1 inh: blocks human DNA methyltransferase DNMT1; P26358; DNMT1 molecular beacon, Hinp1I cleavage, fluorescence; inhibition (reported as % activation of signal), % at 10 µM; 0.83% of 360,000 active; AID 588458; in the data active = inhibition above about 50%
STEP inh: blocks human striatal-enriched tyrosine phosphatase | recombinant STEP, OMFP fluorogenic substrate, fluorescence | P54829 | inhibition, % at 20 µM | 0.25% of 360,000 active;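 active = inhibition at 20 µM, scaled per plate between control wells, above about 37%, limit read from the data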;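 also: 0% = DMSO with enzyme and substrate and 100% = substrate only without enzyme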
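medium = Bis-Tris buffer pH 6.0, 2.5 mM DTT, 0.005% Tween 20 | test system = STEP (striatal-enriched tyrosine phosphatase) enzyme, cell-free | measure = normalized % inhibition | compound dosing = 20 µM, 1% DMSO | also added = 25 µM OMFP | schedule = reaction 20 min, ambient temperature | measured by = fluorescence read at 480 nm ex / 540 nm em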
SUMO1 PPI mod: SUMO1-SIM interaction modulation | SUMO1 binding to a labelled peptide, TR-FRET, 1 h | P63165 | inhibition, % at 20 µM | 0.33% of 360,000 active; in the data active = inhibition above about 37%
Target sequence (P63165 whole entry, looked up): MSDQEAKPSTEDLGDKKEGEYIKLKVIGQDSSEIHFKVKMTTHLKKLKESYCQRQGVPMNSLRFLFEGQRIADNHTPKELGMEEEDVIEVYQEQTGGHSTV
Starred values were filed as active, the others as inactive; i = inactive; nt = not tested or not shown; + = active, no number.

no.	Molecule	CSN deneddyl inh	Neddylation inh	NadD inh	Scp-1 inhibitor	LMPTP inh	Rin1 Abl inh	Rpn11 inh	DNMT1 inh	STEP inh	SUMO1 PPI mod
1	CCc1ccc(N(CC(=O)NC2CC2)S(=O)(=O)c2ccc(C)cc2)cc1	4	i	-7	-5	-0.3	3	i	1	0	2
2	O=S(=O)(c1cnc(Cl)c(Br)c1)N1CCc2ccccc21	2	i	-3	-4	2.6	1	i	11	1	0
3	CN(C)N1C(N)=C(C#N)C(c2ccccc2)C2=C1CC(C)(C)CC2=O (stereo not drawn)	0	i	-2	-6	-0.2	-1	i	0	0	-2
4	N#C/C(=C\c1ccc(-c2cccc([N+](=O)[O-])c2)o1)C(=O)NCCN1CCOCC1	-3	i	13	-1	2.7	-3	i	-3	2	-16
5	COCCn1ccc2c(OCC(=O)Nc3cccc(NC(C)=O)c3)cccc2c1=O	0	i	4	10	-0.7	2	i	0	-1	2
6	CC(C)(C)c1ccc(S(=O)(=O)NCCc2ccncc2)cc1	-3	i	6	-6	0.4	0	i	3	1	2
7	CCOC(=O)c1c(C)[nH]c(C(=O)Cn2nnc(-c3ccc(Cl)cc3)n2)c1C	-1	i	-2	-4	-1.1	-1	i	-3	1	3
8	c1ccc(CN2CCC(=NNc3nc4ccccc4[nH]3)CC2)cc1	-7	i	-1	-1	3.7	4	i	4	-1	0
9	CCC(C)NC(=O)CSc1nnc(-c2cc(OC)c(OC)c(OC)c2)c(-c2cc(OC)c(OC)c(OC)c2)n1 (stereo not drawn)	2	i	2	7	1.4	0	i	2	3	-19
10	Cc1ccc(CN(C(=O)c2cccs2)C2CCS(=O)(=O)C2)cc1 (stereo not drawn)	0	i	1	-8	2.8	-3	i	0	0	4
11	Cc1ccccc1Cn1nc(C)c(NC(=O)c2cc(-c3ccco3)on2)c1C	-1	i	-1	-3	0.0	-2	i	-14	0	-11
12	CN(C)S(=O)(=O)N1CCc2ccc(NC(=O)C3CCCO3)cc2C1 (stereo not drawn)	3	i	-2	2	-2.2	-3	i	-3	-2	-1
13	Fc1ccc(N2CCN(C(=S)NCc3ccco3)CC2)cc1	-16	i	1	1	-0.1	4	i	0	4	4
14	CCOc1ccc2[nH]c(=O)c(CN(CCO)Cc3nnnn3CCc3ccccc3)cc2c1	-1	+	-4	-10	-1.1	-2	i	-3	-1	-4
15	CC(=O)N1CCc2c(sc(NC(=O)Cc3ccc(C)cc3C)c2C#N)C1	2	i	7	-2	-0.3	2	i	0	-1	-2
16	CCNC(=O)NC(=O)CSc1ccccc1F	-1	i	4	3	-1.2	1	i	0	2	2
17	CCOc1ccc(NC(=O)NCCCn2c(C)nc3cc(C)c(C)cc32)cc1	2	i	-5	-4	1.6	1	i	1	-5	1
18	CC(C)[N+](C)(C)CC#CC(O)(c1ccccc1)c1ccccc1	-2	i	12	11	-1.3	-1	i	2	-1	3
19	Cc1ccc(N2CC(C(N)=O)CC2=O)cc1C (stereo not drawn)	0	i	-1	-5	-1.6	4	i	1	-1	-2
20	O=C(NCCCn1ccnc1)NC(C(F)(F)F)C(F)(F)F	3	i	-1	5	-2.2	2	i	4	-5	-2
21	Cc1ccc(NC(=O)CSCC(=O)Nc2cccc3ncccc23)cc1	1	i	-3	-5	0.8	4	i	-4	0	-8
22	Cc1nn(-c2ccccc2C(F)(F)F)c(=O)c2noc(C)c12	-2	i	-1	-11	-1.7	0	i	2	-1	-1
23	Cc1ccc(C)c(S(=O)(=O)N2CCN(C(=O)Cn3cnc4c3c(=O)n(C)c(=O)n4C)CC2)c1	-2	i	0	0	0.5	7	i	2	-1	0
24	Cc1nn(C)cc1S(=O)(=O)NCc1ccccc1Cl	2	i	-2	-2	-1.1	-2	i	0	-1	0
25	Cc1ccc(NS(=O)(=O)c2ccc3c(c2)C(=O)c2ccccc2C3=O)c(C)c1	2	i	1	-13	3.6	-1	i	-6	5	-12
26	CCOc1ccc(NC(=S)NC(=O)C2CCCC2)cc1	-8	i	-2	-11	0.6	-4	i	1	2	4
27	COc1ccc(C(=O)N(C)CC2CCN(CCc3cccc(C(F)(F)F)c3)CC2)cc1C	3	i	-8	-5	0.6	-1	i	-3	4	-4
28	O=C(Cc1ccccc1)NNS(=O)(=O)c1ccccc1[N+](=O)[O-]	-4	i	2	-4	0.8	-3	i	2	3	-9
29	CC(=O)N1Cc2cc(C(=O)NCC(F)(F)F)nc(-c3cccc(-c4cc5ccccc5o4)c3)c2[C@@H]1CCO	-8	nt	-10	nt	-0.7	nt	nt	nt	nt	-3
30	Cc1ccc(S(=O)(=O)N2CCN(C(=O)c3n[nH]c(=O)c4ccccc34)CC2)c(C)c1	1	i	1	6	-0.3	-2	i	2	-2	5
31	Cc1cc(C)n(-c2nc(-c3ccc(Cl)cc3)cs2)n1	-2	i	-2	-4	2.3	1	i	4	-7	-7
32	CCCCCc1c(C)nc(N2CCc3ccccc32)[nH]c1=O	-5	i	-2	1	-2.1	2	i	1	6	15
33	COc1ccccc1NS(=O)(=O)c1cccc(N=C2N=C(N)c3ccccc32)c1	0	i	-1	-6	0.0	-1	i	-4	2	0
34	COc1cccc(NC(=O)c2nc(S(C)(=O)=O)ncc2Cl)c1	1	i	-4	-4	-2.5	-1	i	11	-3	-6
35	O=C(Cc1ccc(Cl)cc1)NNc1c(F)c(F)cc(F)c1F	-1	i	2	-11	-0.6	-2	i	-3	2	-2
36	COc1ccc2c(c1)C1NC(=S)NC(C)(O2)C1C(=O)Nc1ccc(Cl)cc1 (stereo not drawn)	2	i	0	0	0.7	0	i	-9	-4	-6

Among those listed so far, 2 contain a thiophene ring, fused or not:
no.	Molecule	CSN deneddyl inh	Neddylation inh	NadD inh	Scp-1 inhibitor	LMPTP inh	Rin1 Abl inh	Rpn11 inh	DNMT1 inh	STEP inh	SUMO1 PPI mod
10	Cc1ccc(CN(C(=O)c2cccs2)C2CCS(=O)(=O)C2)cc1 (stereo not drawn)	0	i	1	-8	2.8	-3	i	0	0	4
15	CC(=O)N1CCc2c(sc(NC(=O)Cc3ccc(C)cc3C)c2C#N)C1	2	i	7	-2	-0.3	2	i	0	-1	-2

Further entries follow.
no.	Molecule	CSN deneddyl inh	Neddylation inh	NadD inh	Scp-1 inhibitor	LMPTP inh	Rin1 Abl inh	Rpn11 inh	DNMT1 inh	STEP inh	SUMO1 PPI mod
37	COc1ccc(N(C2=NCCCS2)S(=O)(=O)c2ccc(C(C)(C)C)cc2)cc1	4	i	6	11	1.6	4	i	8	-1	3
38	CC(OC(=O)c1nn(C(C)C)c(=O)c2ccccc12)C(=O)Nc1ncc(Cl)cc1Cl (stereo not drawn)	0	i	0	7	-2.9	-2	i	8	-4	5
39	CC(C)(C)NC(=O)CC1C[C@H](C(=O)N2CCCCC2)[C@@]2(CCc3ccccc3)c3[nH]c4ccccc4c3CCN2C1=O (stereo partly drawn)	0	i	12	8	0.7	1	i	2	2	3
40	CC(=O)Nc1ccc(S(=O)(=O)NCCOc2ccc(Cl)cc2C)cc1	-10	i	-4	-5	-0.8	0	i	-6	0	-1
41	Cc1ccc(S(=O)(=O)N(C)CC(=O)N/N=C/c2ccc(C)o2)cc1	6	i	-4	6	-1.2	3	i	1	3	-11
42	Cc1nc(SCc2cccc(F)c2)c2oc3ccccc3c2n1	4	i	3	-5	4.5	-2	i	-5	1	-27
43	COc1cc(CN(C)CC(=O)c2[nH]c(C)c(C(C)=O)c2C)ccc1OC(F)F	-2	i	1	-10	0.4	0	i	-5	0	-8
44	Oc1ccc2ccccc2c1CN1CCN(C/C=C/c2ccccc2)CC1	3	i	-4	3	0.4	-1	i	-1	0	-3
45	CC(C)N1C(=O)c2ccccc2C1C(=O)NCCc1ccccc1 (stereo not drawn)	-6	i	-10	-5	-1.0	-2	i	1	2	4
46	COc1cccc(CNC(=O)CSCc2cnn(-c3ccccc3)c2-n2cccc2)c1	1	i	-3	-9	2.5	3	i	-5	0	7
47	CN(c1ccccc1)S(=O)(=O)c1ccc(-c2ccccc2)cc1	-1	i	1	-18	1.1	-1	i	-2	0	8
48	Cc1sc(NC(=S)NC(=O)c2cccs2)nc1-c1ccc(CC(C)C)cc1	-2	i	1	0	0.6	1	i	2	0	2
49	Cn1cc(SCC(=O)NC2CCCCC2)c2ccccc21	2	i	1	-5	-0.4	-2	i	1	2	-1
50	COc1ccc(NC(=O)Cn2nc(C)c3ccccc3c2=O)cc1	8	i	-4	-6	-2.4	-3	i	-1	3	1
51	Cc1cccc(NC(=O)C2CCN(S(=O)(=O)c3ccc4c(c3)C(C)(C)C(=O)N4C)CC2)c1C	3	i	-7	-16	-1.8	-2	i	-3	1	3
52	CN(CCO)c1ccc(-c2nn(C)c(=O)c3ccccc23)cc1[N+](=O)[O-]	3	i	-4	-19	1.4	-5	i	1	-2	-28
53	CC(C)Sc1nc(N2CCOCC2)c2c(c1C#N)CC(C)(C)SC2	-2	i	-4	-11	2.8	-1	i	-7	1	-2
54	CCCCC(=O)Nc1ccccc1Oc1ccccc1	5	i	-1	-8	-1.8	7	i	4	0	0
55	COC(=O)Nc1ccc2c(c1)OCO2	8	i	4	-1	1.4	-1	i	-17	2	-3
56	CCOC(=O)c1[nH]cnc1C(=O)Nc1ccc(Cl)cc1	9	i	0	-12	-0.4	0	i	7	0	-3
57	Cc1ccc(CN2CCc3[nH]c(=O)[nH]c(=O)c3C2)cc1	-2	i	10	-2	-0.4	2	i	-2	1	3
58	CCOc1ccc(C(C)NC(=O)c2ccc3c(c2)NC(=O)C(C)S3)cc1OCC (stereo not drawn)	-3	i	4	5	-0.9	1	i	-3	1	1

Source: PubChem BioAssay (several laboratories)
